# S1P2 blocker: S1P2 (human) receptor antagonism. O95136. cell-based S1P2 antagonist assay, inhibition at 5 uM. inhibition, % at 5 µM. actives 0.21% (n = 97,000). AID 736; in the data active = inhibition above about 45%;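 also: CRE beta-lactamase reporter cells expressing human S1P2 stimulated with S1P; 0% = agonist at EC80 alone and 100% = agonist plus reference antagonist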
# EphB4 antag: blocks human EphB4 binding to ephrin-B2. EphB4 LBD / TNYL-RAW-Alexa532 peptide, fluorescence polarization. inhibition, % at 7 µM. actives 0.15% (n = 97,000). AID 720;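 active = inhibition above the screen-wide mean inhibition plus 3 SD, cut at about 15% in these data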;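 also: 0% = DMSO wells and 100% = excess unlabeled TNYL-RAW peptide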
# Target sequence (P54760 whole entry, looked up, the tested form may be a part): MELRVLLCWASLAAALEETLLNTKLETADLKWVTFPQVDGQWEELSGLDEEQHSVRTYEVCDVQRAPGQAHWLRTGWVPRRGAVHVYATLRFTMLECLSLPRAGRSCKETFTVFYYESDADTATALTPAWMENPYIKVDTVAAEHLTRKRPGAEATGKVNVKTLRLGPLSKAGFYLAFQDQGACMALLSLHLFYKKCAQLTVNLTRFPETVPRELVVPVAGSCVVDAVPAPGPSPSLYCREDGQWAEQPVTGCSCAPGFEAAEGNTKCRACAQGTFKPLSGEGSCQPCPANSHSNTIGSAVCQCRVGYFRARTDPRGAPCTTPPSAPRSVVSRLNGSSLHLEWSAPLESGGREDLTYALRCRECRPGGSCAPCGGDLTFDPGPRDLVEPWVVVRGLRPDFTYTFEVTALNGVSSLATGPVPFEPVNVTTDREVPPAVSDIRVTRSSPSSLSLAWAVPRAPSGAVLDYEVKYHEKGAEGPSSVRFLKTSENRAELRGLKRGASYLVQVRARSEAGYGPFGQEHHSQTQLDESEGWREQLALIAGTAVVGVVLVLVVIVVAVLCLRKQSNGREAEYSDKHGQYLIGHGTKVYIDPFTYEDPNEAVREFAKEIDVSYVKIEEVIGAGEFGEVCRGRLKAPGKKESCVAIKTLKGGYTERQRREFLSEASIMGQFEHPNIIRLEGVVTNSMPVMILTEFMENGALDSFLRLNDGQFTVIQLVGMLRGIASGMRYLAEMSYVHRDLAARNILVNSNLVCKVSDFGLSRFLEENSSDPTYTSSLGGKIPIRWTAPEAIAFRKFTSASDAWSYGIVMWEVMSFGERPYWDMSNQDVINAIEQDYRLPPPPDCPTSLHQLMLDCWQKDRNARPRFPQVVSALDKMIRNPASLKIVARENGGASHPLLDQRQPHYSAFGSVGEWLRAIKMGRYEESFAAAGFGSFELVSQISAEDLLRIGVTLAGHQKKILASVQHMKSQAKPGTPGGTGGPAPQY
# PLK1 PBD inh: blocks phosphopeptide binding to human Plk1 polo box domain; P53350; inhibition, %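 (tested at about 20 µM)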; AID 693; actives 0.13% (n = 97,000); Plk1 PBD phosphopeptide binding, fluorescence polarization; in the data active = inhibition above about 34%, passing the limit was not always enough
# PLAP act: activates human placental alkaline phosphatase; P05187; purified PLAP enzyme, luminescent substrate read-out; stronger effect = higher value; activation fold at 20 µM; actives 1.2% (n = 96,000); AID 696; in the data active = activation fold above about 2
# S1P2 agonist: activates the human S1P2 receptor; activation, % at 4.5 µM; S1P2-expressing cell line, agonist reporter read-out; actives 0.46% (n = 97,000); AID 729; O95136; in the data active = activation above about 16%;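 also: 0% = vehicle low control and 100% = maximal reference agonist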
# PLK1 inh: PLK1 (human) kinase inhibition | recombinant PLK1 kinase, TR-FRET peptide phosphorylation | actives 0.53% (n = 97,000) | inhibition, % at 10 µM | P53350;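 active = inhibition of 50% or more in the single-concentration screen; inactive = inhibition below 50%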;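 also: 0% = DMSO max control and 100% = H-89 dihydrochloride min control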
# Rev-RRE block: disrupts HIV-1 Rev binding to RRE RNA; P05866; inhibition, % at 8 µM; AID 704; Rev peptide-RRE RNA binding, FRET; actives 0.79% (n = 97,000);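 active = inhibition above the screen-wide mean plus 3 SD, cut at about 35% in these data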;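 also: 0% = median DMSO wells and 100% = median Neomycin B control wells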
# Target sequence (P05866 whole entry, looked up): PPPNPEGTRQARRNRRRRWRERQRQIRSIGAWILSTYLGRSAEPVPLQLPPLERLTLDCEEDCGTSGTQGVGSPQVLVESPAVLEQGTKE
#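 Assay system: Labelled RRE RNA duplex and labelled Rev peptide | Times: 5 min preincubation and 15 min binding, 25 °C | Detection: FRET, ex 480 nm, em 540 and 671 nm | Evaluation: % inhibition of FRET ratio versus controls | Benchmarks: DMSO wells as 0% and neomycin B wells as 100% inhibition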
# FAK blocker: inhibitors of human focal adhesion kinase; biochemical FAK kinase activity assay; inhibition, %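 (tested at 7 µM)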; actives 0.84% (n = 97,000); AID 727; in the data active = inhibition above about 19%;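 also: 0% = DMSO and 100% = reference compound high control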
# MT1-MMP txn act: MT1-MMP promoter transcription activation; HT1080 MT1-MMP promoter luciferase reporter, luminescence, overnight; stronger effect = higher value; activation factor at 10 µM; actives 0.16% (n = 86,000);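 active = activation factor of at least 2 for MT1-MMP transcription at 10 µM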
# Starred values were filed as active, the others as inactive; nt = not tested or not shown; [ ] = dose if it differs, or a comment. Rows are unselected (roughly 3.9% active in at least one column).
SMILES,S1P2 blocker,EphB4 antag,PLK1 PBD inh,PLAP act,S1P2 agonist,PLK1 inh,Rev-RRE block,FAK blocker,MT1-MMP txn act
Cc1cc(O)c(-c2cc(C(=O)Nc3ccc(S(=O)(=O)N4CCOCC4)cc3)[nH]n2)cc1C,14.9,1.2,-5.4,1.5,-9.2,-6.0,3.8,2.3,1
CCCn1c(SCC(=O)Nc2sc(C)c(C)c2C#N)nnc1C(C)C,-11.9,-10.0,0.5,1.2,-2.0,-2.3,0.6,0.7,1.1
O=C(O)C1C2C=CC(C2)C1C(=O)NCCCn1ccnc1 (stereo unspecified),0.1,1.1,-2.7,1,-3.1,-12.2,6.6,-0.5,1.1
CCS(=O)(=O)NC(C)C(c1cccs1)N1CCN(c2ccc(F)cc2)CC1 (stereo unspecified),-7.8,4.7,-11.3,1.1,-2.9,2.9,8.2,-5.1,nt
C=CCc1c(C)[nH]c2ccc(C)cc2c1=O,-1.3,-0.3,9.8,1,-5.2,-9.4,0.3,-1.9,1.6
CCOc1ccccc1NC(=O)c1cc(S(=O)(=O)N2CCC3(CC2)OCCO3)ccc1F,27.5,0.5,-10.9,1.1,-3.9,-1.8,3.2,6.6,1
CCCCCCCC(=O)N/N=C/c1ccco1,-5.4,3.5,-15.0,1,-4.0,0.1,9.4,-0.2,nt
CC(C)(O)P(C)(=O)c1ccccc1 (stereo unspecified),14.4,-6.2,13.7,0.9,-3.1,-2.6,0.1,-0.5,1.1
O=C(NCCCCc1ccccc1)C1CC(c2cccc([N+](=O)[O-])c2)=NO1 (stereo unspecified),2.6,-0.8,6.7,0.8,-9.2,2.1,4.3,-9.2,nt
CCOC(=O)c1cnc2c(cnn2C)c1NCCC#N,-22.6,2.7,-39.6,1.5,3.5,-20.2,9.9,11.5,nt
Cc1ccc(C)c(NC(=S)N2CCCCCC2)c1,23.3,2.9,-6.8,nt,-2.5,-18.2,8.3,-0.9,nt
O=C1CCC(=O)N1CN(Cc1ccco1)CN1C(=O)CCC1=O,-1.8,-4.5,-22.1,1.1,-3.1,-0.3,1.9,-2.1,1.1

# Some entries already given, reduced to PLAP act.
Molecule	PLAP act
C=CCc1c(C)[nH]c2ccc(C)cc2c1=O	1
CCOc1ccccc1NC(=O)c1cc(S(=O)(=O)N2CCC3(CC2)OCCO3)ccc1F	1.1
CCCCCCCC(=O)N/N=C/c1ccco1	1
CC(C)(O)P(C)(=O)c1ccccc1 (stereo unspecified)	0.9

# Following part
SMILES,S1P2 blocker,EphB4 antag,PLK1 PBD inh,PLAP act,S1P2 agonist,PLK1 inh,Rev-RRE block,FAK blocker,MT1-MMP txn act
O=C(Cc1nn[nH]n1)NCCC1=CCCCC1,-7.8,-8.0,30.4,1,-1.0,-9.9,0.9,-1.3,1.2
Cc1cccc(NS(=O)(=O)c2cc(C(=O)NCCC3=CCCCC3)ccc2Cl)c1,2.9,-9.1,-29.3,1,-5.2,-10.7,5.0,-2.1,nt
CCOC(=O)c1cccnc1SCC(=O)NC(C)CC (stereo unspecified),-4.2,1.9,-3.1,nt,-1.6,-9.4,1.6,2.5,0.8
Cc1cc(C)nc(-n2nc(C)cc2NC(=O)CNC2CCCCC2)n1,-4.0,-1.2,-14.0,1.5,-1.6,-9.8,15.1,0.3,1.4
CCc1nnc(NC(=O)CSc2nnc(-c3ccc(S(=O)(=O)N4CCCC4)cc3)n2CC)s1,-7.3,1.7,9.4,nt,-4.5,-8.3,6.0,0.5,1.1
CCOc1ccc2[nH]c(=O)c(CN(Cc3nnnn3Cc3ccccc3)CC3CCCO3)cc2c1 (stereo unspecified),21.2,7.4,-31.3,1.5,-4.1,12.8,7.3,7.2,1.2
Cc1ccc2nc(NCCCO)[nH]c2c1,-1.9,-5.3,-6.4,nt,-8.0,-11.1,4.3,-0.3,1.3
COc1ccc(CC(=O)NCCN2CCCC2)cc1,-8.0,0.6,7.7,1,-3.7,-5.1,1.0,-2.1,2.4*
CC1(C)CC(=O)C2=C(C1)OC(N)=C(C#N)[C@@]21C(=O)N(CC(N)=O)c2ccccc21,12.9,0.4,-0.7,1.2,-10.1,-6.1,2.2,3.5,1
Cc1ccc(Oc2cc(-n3nc(C)cc3C)ncn2)cc1,13.9,-0.8,0.0,nt,1.1,-10.6,8.5,-0.3,1.1
CCN(CC)C(=O)CSC1=C(C#N)C(c2cccs2)C=C(C)N1 (stereo unspecified),-2.4,0.8,-6.3,0.9,1.3,-18.3,12.6,5.5,1.2
CC(=O)C1C(c2ccc(OC(F)F)cc2)NC(=O)NC1(O)C(F)(F)F (stereo unspecified),-6.2,-5.4,-12.0,0.9,-3.2,-6.3,1.6,-6.9,1
c1ccc(-c2nnc3ccc(N4CCC5(CC4)OCCO5)nn23)cc1,-7.8,3.2,-22.7,1.5,12.4,-0.9,-6.0,-0.2,1.1
Cc1ccc(O)c(C(=O)c2cnc3c(c2)COc2ccccc2-3)c1,-14.0,-1.1,-13.7,nt,-8.4,-9.3,2.9,0.0,1
Cc1cc(=O)[nH]c(-c2ccccc2)n1,7.4,2.8,-0.8,1,-6.0,-11.0,9.4,-1.8,nt
CC(=O)NC(Cc1ccccc1)C(=O)NC1CCN(C(=O)NC2CCCCC2)CC1 (stereo unspecified),2.9,0.8,-28.4,1.6,-0.8,-15.1,10.4,-4.2,1
Cc1ccccc1NC(=O)N(CCc1nc2ccccc2[nH]1)Cc1ccccc1,-7.5,2.4,-8.7,nt,-8.4,-6.5,20.6,-0.2,1.3
CCCC(c1nnnn1Cc1ccccc1)N1CCC(C(N)=O)CC1 (stereo unspecified),-1.1,-1.6,-13.9,0.9,-0.8,-10.1,-3.7,-1.1,1.2
COCCn1c(-c2ccc(Cl)cc2)cnc1SCC(=O)NCc1cccs1,10.0,-14.7,5.2,1.8,-3.1,-5.2,7.2,-0.4,1.1
O=C(CSc1oc(-c2ccc(F)cc2)nc1S(=O)(=O)c1ccccc1)NCC1CCCO1 (stereo unspecified),-0.3,-1.1,3.7,nt,-1.1,-9.4,8.9,-2.3,1.1
CCCCCOC(=O)Nc1nnc(CCC)s1,12.6,1.5,-24.8,1,-5.5,-3.6,-0.1,-0.5,1.3
CN(C)c1ccc(/C=C(\C#N)C(=O)Nc2nc3c(s2)CCN(Cc2ccccc2)C3)cc1,0.7,2.8,-30.2,1,-1.9,-22.9,103.6*[fluorescence artefact?],2.1,1
CNc1oc(-c2ccc(Cl)cc2)nc1C#N,2.0,-6.2,1.3,1,-7.4,-24.4,-1.4,1.0,1.3
COc1ccc(Cn2c(SCc3cc(C)ccc3C)nc3cc(OC)c(OC)cc3c2=N)cc1,-0.3,-6.0,-21.9,1.2,-14.4,-10.3,15.0,0.5,nt

# 2 entries from above, as labelled records.
O=C1CCC(=O)N1CN(Cc1ccco1)CN1C(=O)CCC1=O
- S1P2 blocker: -1.8
- EphB4 antag: -4.5
- PLK1 PBD inh: -22.1
- PLAP act: 1.1
- S1P2 agonist: -3.1
- PLK1 inh: -0.3
- Rev-RRE block: 1.9
- FAK blocker: -2.1
- MT1-MMP txn act: 1.1

O=C(Cc1nn[nH]n1)NCCC1=CCCCC1
- S1P2 blocker: -7.8
- EphB4 antag: -8.0
- PLK1 PBD inh: 30.4
- PLAP act: 1
- S1P2 agonist: -1.0
- PLK1 inh: -9.9
- Rev-RRE block: 0.9
- FAK blocker: -1.3
- MT1-MMP txn act: 1.2

# (next part)
SMILES,S1P2 blocker,EphB4 antag,PLK1 PBD inh,PLAP act,S1P2 agonist,PLK1 inh,Rev-RRE block,FAK blocker,MT1-MMP txn act
CCCCn1c(SCC(=O)c2ccc(OCC)cc2)nc2cc(S(N)(=O)=O)ccc21,-3.0,4.9,15.9,1.3,3.1,-9.3,5.8,-2.2,nt
COc1ccccc1CNC(=O)COc1ccccc1OC,9.6,1.7,13.3,0.8,-1.7,-10.2,1.8,0.8,1.2
COc1ccc(CCNC(=O)CN(C)S(=O)(=O)c2cccs2)cc1OC,-8.7,-5.1,-40.0,0.9,-3.3,-7.7,1.8,-1.2,nt
CCOC(=O)c1c(NC(=O)CSc2nnc(-c3ccco3)o2)sc(C)c1C,-11.3,-7.4,20.0,1.2,-3.2,-5.3,5.1,0.5,1.1
CCNC(=O)CSc1nnc(-c2cccc(S(=O)(=O)N(CC)CC)c2)n1CCc1ccccc1,6.8,9.5,-1.3,1.6,-3.1,-2.1,4.0,-1.5,0.9
O=C(O)CCC(=O)Nc1ccc(Cc2ccc(NC(=O)CCC(=O)O)c(O)c2)cc1O,-11.2,-6.0,7.4,1.2,-0.6,4.7,1.1,-0.8,1.3
S=c1[nH]nc(-c2ccc3ccccc3n2)o1,-2.3,1.3,6.0,0.9,-3.6,-12.3,5.5,-0.4,nt
CC(C)OCCCNC(=O)CN1CCN(Cc2ccccc2Cl)C1=O,-20.0,0.1,6.6,1.3,-0.1,-33.8,0.2,-0.6,nt
CCCCCCC1CC(CSC(=N)N)OC1=O (stereo unspecified),-7.0,-8.0,-19.3,0.7,-3.7,0.1,4.4,0.0,1.1
COC(=O)NNC(=O)c1ccccc1C,-12.0,-7.1,-17.3,1,-0.5,-7.2,-3.8,0.2,nt
O=C(Nc1ccccc1)c1cccc(N2C(=O)CCC2=O)c1,-2.3,0.6,1.8,1,-3.0,0.6,2.6,0.8,1.2
CCOc1ccc(C(=O)Nc2cc(-c3nc4ccccc4[nH]3)ccc2C)cc1[N+](=O)[O-],-19.1,2.3,-2.9,1.5,6.9,-8.1,3.9,10.1,nt
Clc1cccc(Cl)c1Cn1nnc(-c2cccs2)n1,-5.5,-9.5,2.1,nt,-4.4,-5.7,-0.3,-1.5,1.6
O=C(CN1CCN(c2ccccc2)CC1)c1ccc2cc[nH]c2c1,-0.8,-0.2,-0.6,1,-0.2,4.4,0.6,-2.2,nt
O=C(NC1CCCC1)c1cccc(S(=O)(=O)N2CCCCC2)c1,-10.8,-2.8,-2.0,0.8,-0.2,-7.0,-4.7,0.1,1.1
O=C(COC(=O)c1ccccn1)Nc1ccc(S(=O)(=O)N2CCOCC2)cc1,-0.8,-2.0,-6.5,1.2,-3.7,-3.5,1.6,-6.6,1.1
O=C(Cn1cccc1)Nc1ccc(F)cc1F,8.1,5.2,-43.5,0.8,-12.0,-4.8,5.6,0.5,1
CON/C=C(\C=Nc1ccc(F)cc1)c1ncc(C(F)(F)F)cc1Cl,62.5*,2.2,-0.3,0.9,-8.6,-4.5,13.6,-1.9,nt
COc1ccccc1C1C(C#N)=C(N)Oc2cc(C)n(CCCn3ccnc3)c(=O)c21 (stereo unspecified),17.3,1.9,-17.8,2*,-4.6,1.9,-0.3,4.7,1
CCOC(=O)C1=NNC2(c3ccc(Cl)cc3)C(=O)N(c3cc(C)cc(C)c3)C(=O)C12 (stereo unspecified),-8.3,-3.0,-49.9,1.1,-0.4,-7.8,2.2,-0.6,nt
O=C(Nc1ccc(Br)cc1Cl)Nn1cnnc1,13.0,0.9,-5.8,1,-2.0,-7.2,4.8,-4.6,1.1
O=C(N1CCOCC1)N(CCN1CCOCC1)Cc1cccc(Cl)c1,-29.7,1.2,0.1,1.2,-1.6,-8.7,2.4,0.6,1.1
COC(=O)C1=C(C)NC(=O)/C1=C\c1cc(C)n(-c2c(C)cccc2C)c1C,-15.8,3.0,-11.3,1.3,-2.2,0.0,12.5,-0.8,0.6
CC(=O)Oc1ccc(C)cc1-n1nc2ccccc2n1,22.6,-3.8,11.6,1.1,-4.8,-8.3,0.0,-2.8,1.6
[O-][n+]1c2c(nn1-c1ccccc1Cl)-c1nonc1CC2,0.7,1.1,-7.1,1.1,-5.8,-14.5,4.8,-1.9,1.2
Cc1ccc2c(c1)-c1c(cnn1CC(=O)NC(C)CCc1ccco1)CO2 (stereo unspecified),15.6,-4.9,-0.9,1.4,-7.6,-6.6,7.2,3.7,nt
Cc1cc(C(=O)Nn2cnnc2)cs1,-7.7,-5.2,4.4,0.9,-3.4,-0.5,4.5,0.6,1.1
COc1ccccc1NC(=O)CSc1ncn[nH]1,13.3,-5.2,4.0,1,-3.2,-4.6,-2.3,-3.5,0.9
O=C(c1ccc(F)cc1)N1CCN(C(=O)c2cccnc2)CC1,-6.4,0.1,17.0,0.9,-1.7,-13.0,5.8,1.4,1.1
